# Compound activity as filed in PubChem.
# HDAC3 inh = blocks human histone deacetylase 3; AID 2718; recombinant HDAC3, fluorogenic peptide/trypsin coupled, fluorescence; hit rate 0.15% among 320,000; inhibition, % at 8.3 µM; O15379; in the data active means inhibition above about 26%, passing the limit was not always enough; inconclusive means no clear call, values can overlap the other calls
# Target sequence (O15379 whole entry, looked up): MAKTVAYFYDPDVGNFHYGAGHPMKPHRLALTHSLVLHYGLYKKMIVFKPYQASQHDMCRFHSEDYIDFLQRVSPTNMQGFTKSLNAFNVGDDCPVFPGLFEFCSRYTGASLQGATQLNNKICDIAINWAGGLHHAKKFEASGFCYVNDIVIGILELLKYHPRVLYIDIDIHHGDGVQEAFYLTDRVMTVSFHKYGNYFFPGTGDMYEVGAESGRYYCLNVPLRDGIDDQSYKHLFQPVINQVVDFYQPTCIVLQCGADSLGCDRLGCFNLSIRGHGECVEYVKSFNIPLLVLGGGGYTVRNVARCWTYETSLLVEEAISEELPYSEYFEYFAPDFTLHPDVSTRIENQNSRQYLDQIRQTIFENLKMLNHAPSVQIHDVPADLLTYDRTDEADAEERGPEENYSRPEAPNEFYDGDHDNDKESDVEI
# KLF5 inhibitor = kruppel-like factor 5 inhibition; hit rate 0.23% among 290,000; DLD-1 KLF5 promoter-luciferase reporter, luminescence; inhibition, % at 5 µM; AID 1700;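 active means inhibition above a per-plate limit of that plate's mean compound inhibition plus 3 SD, cut at about 60% in these data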;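 further: 0% = DMSO wells and 100% = LY294002 at 200 µM; higher means less KLF5 promoter-driven luciferase light; inactives centre near -14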
# Platelet DG rel = modulates dense granule release in human platelets; AID 1663; inhibition, %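 (compounds screened at 7.5 µM in platelet-rich plasma)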; hit rate 0.22% among 300,000; human platelet-rich plasma, SFLLRN dense granule ATP release, luminescence;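 active means mean replicate score, as percent of positive control, at or above 50; inconclusive means mean below 50 but at least one replicate at or above 50; inactive means mean and every replicate below 50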
# HIF activator = HIF pathway transcriptional activation. hit rate 0.32% among 300,000. activation, % at 7.5 µM (by protocol). U2OS HRE-luciferase reporter, luminescence; normalized: DMSO 0%, desferrioxamine 100%;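 active means mean activation of at least 10% of the iron chelator positive control signal, with at least half of replicates also reaching 10%; inconclusive means mean and replicate majority disagree about reaching 10%; inactive means mean and most replicates under 10%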
# HSF-1 act = increases HSF-1 driven luciferase reporter signal | NIH3T3-HGL HSF-1 luciferase reporter, MG132, 8 h; 100% = twice DMSO control signal | activation, % at 9 µM | hit rate 1.7% among 300,000 | AID 504408;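 active means mean replicate activation of at least 50% with a set share of replicates each reaching 50%; inconclusive means only one of those two conditions met; inactive means mean below 50% and too few replicates reaching it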;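 further: 0% = median of the neutral control wells and 100% = twice that signal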
# HSP90 inh = HSP90 refolding inhibition in rabbit reticulocyte lysate; luciferase refolding luminescence, 3 h; hit rate 0.91% among 290,000; inhibition, % at 5.6 µM;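 active means inhibition above the screen-wide mean plus 3 SD, computed separately per campaign, cut at about 16% in these data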;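 further: 0% = DMSO wells and 100% = 60 µM geldanamycin wells; inhibitors lower the luminescence because luciferase stays unfolded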
# aSyn UTR inh = MLPCN primary screen, SNCA 5' untranslated region. hit rate 0.82% among 300,000. AID 1813. alpha-synuclein 5'UTR reporter, inhibitor activity. inhibition, % (tested at 7.5 µM); in the data active means inhibition above about 60%; inconclusive means no clear call, values can overlap the other calls;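 further: H4 neuroglioblastoma cells stably carrying SNCA 5'UTR luciferase fusion; 0% = DMSO wells and 100% = positive control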
# AI-2 QS modul = modulates the Vibrio harveyi AI-2 quorum sensing system; AID 2094; hit rate 0.4% among 300,000; Vibrio harveyi JMH597 AI-2 luminescence/OD600 ratio, 9 h; stronger effect = lower value; strain lacks LuxN and CqsS sensors; 0 = neutral-control median; activity change, % at 7.5 µM; in the data active means activity change below about -75%, passing the limit was not always enough; inconclusive means no clear call, values can overlap the other calls;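 further: luminescence divided by OD600 gain over 9 h not by final OD600 alone; inactives centre near 13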
# IEC-6 cytotox = IEC-6 cytotoxicity, counter-screen for KLF5 inhibitors; luminescence viability; hit rate 0.78% among 290,000; inhibition, % at 5 µM; in the data active means inhibition above about 22%;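 further: 0% = plate median of test compound wells and 100% = cytotoxic reference compound wells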
# HSF1 inh = HSF1 inhibition; NIH3T3-HGL HSE-luciferase, MG132-induced, luminescence 8 h; stronger effect = lower value; activity change, negative = inhibition, % at 7.5 µM (by protocol); hit rate 0.77% among 300,000; AID 2098;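 active means more than half of replicate wells show activity change below -50%, luminescence cut by over half; inconclusive means some wells, but at most half, below -50%; inactive means no replicate well below -50%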;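 further: luciferase reports HSF-1 transcriptional activity via heat shock element; 0% = median of DMSO wells and -100% = zero luminescence signal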
# An asterisk follows results filed as active; ? = inconclusive; . = not tested or not shown.
# Sample of the layout:
SMILES,HDAC3 inh,KLF5 inhibitor,Platelet DG rel,HIF activator,HSF-1 act,HSP90 inh,aSyn UTR inh,AI-2 QS modul,IEC-6 cytotox,HSF1 inh
CCN1CCC(O)(C#Cc2ccccc2)CC1,-2,-15,-4,1.3,-1,8,-17,-3,11,2
O=C(Nc1ccc2nc(-c3cccs3)[nH]c2c1)c1ccco1,3,-78,1,2.3,25,-3,-183,13,-4,0

# The list itself, previewed entries included:
SMILES,HDAC3 inh,KLF5 inhibitor,Platelet DG rel,HIF activator,HSF-1 act,HSP90 inh,aSyn UTR inh,AI-2 QS modul,IEC-6 cytotox,HSF1 inh
CCN1CCC(O)(C#Cc2ccccc2)CC1,-2,-15,-4,1.3,-1,8,-17,-3,11,2
O=C(Nc1ccc2nc(-c3cccs3)[nH]c2c1)c1ccco1,3,-78,1,2.3,25,-3,-183,13,-4,0
COc1ccc2nc(C)cc(SCC(=O)N/N=C/c3c(OC)ccc4ccccc34)c2c1,5,9,9,-3.2,18,1,-25,25,4,3
CC(CN1C(C)CCCC1C)OC(=O)c1ccccc1Br (stereo unspecified),1,-20,-5,1.5,-2,-5,16,0,-4,-9
COc1ccc(CC(C)N2CCN(Cc3ccccc3)CC2)cc1OC (stereo unspecified),-1,-52,-10,-0.2,-2,7,-8,8,1,-8
Cn1c(=O)c2c(nc(CN3CCCCC3)n2CCCc2ccccc2)n(C)c1=O,-14,-24,2,-0.7,7,2,11,40,-2,2
CN1CCN(C(=O)C2=C[C@H](c3ccc(Br)cc3)C[C@H](OCCCCO)O2)CC1,4,-7,-5,0.1,-57,11,-8,-2,3,-44
CC1CCCCN1C(=O)CSc1nc(-c2ccccc2)cn1N (stereo unspecified),0,-29,-1,1.6,16,3,-53,24,-4,10
COC(=O)COc1ccc(S(=O)(=O)Nc2ccc3c(c2)OCCO3)cc1Cl,3,3,-6,-0.2,21,0,-12,17,12,6
O=C(/C=C/c1ccc(Cl)cc1)NCc1ccco1,4,-26,-7,2.3,25,-4,-87,-42,-8,3
CCOC(=O)c1cc2c(=O)n3ccccc3nc2n(CC2CCCO2)c1=NC(=O)/C=C/c1ccccc1 (stereo unspecified),-14,-41,1,-0.4,-1,2,-2,.,-2,-2
CN(CC(=O)Nc1ccc(Cl)cc1)C(=O)C1=COCCO1,-1,.,-8,-0.3,-10,.,7,22,.,0
Cc1cccc(C(=O)Nc2ccccc2N2CCN(c3ccc(F)cc3)CC2)c1,2,-21,6,-0.4,0,2,26,23,0,-1
Cc1occc1-c1nnc(SCC(=O)c2ccc(Cl)cc2)n1CC1CCCO1 (stereo unspecified),5,-4,4,0.7,4,4,-1,20,2,7
CCOc1ccc(C(=O)NCC(=O)OCC(=O)N2CCC(C)CC2)cc1,1,-18,0,0.4,3,0,4,25,2,-2
CC1CCCCN1C(=O)c1cccc(NC(=O)c2ccccc2)c1 (stereo unspecified),9,-14,-20,0.3,-4,0,-22,8,4,0
CCN(CC)S(=O)(=O)c1cccc(-c2n[nH]c(=S)n2/N=C/c2ccc(Br)cc2)c1,6,-10,-1,-0.1,-3,-1,21,-4,-3,-3
CCn1c(CCCOc2ccc(Cl)cc2Cl)nnc1SCC(=O)Nc1cccc(F)c1,-5,-5,-5,1.7,11,-1,-46,7,-6,-4
Cc1ccc2c(c1)nnn2C1CCN(S(=O)(=O)c2ccc(C(=O)O)cc2)CC1,0,-23,2,-0.5,1,-1,5,33,-3,10
O=C(CSc1nc2ccccc2s1)Nc1ccc(N2CCOCC2)c(Cl)c1,7,2,-4,0.4,0,-1,5,0,-4,-4
CCN(CCO)Cc1cc(=O)oc2c(C)c(C)ccc12,10,-18,-3,0.0,-8,6,7,28,-6,0
CCCCCCCCCC(=O)Nn1cnc2ccccc2c1=O,7,1,3,-0.1,6,1,15,?,4,-9
CCOC(=O)c1c[nH]c2c(C)cc(C)cc2c1=O,1,-20,4,0.1,3,0,15,36,-3,-7
Cc1cccc(Cl)c1OCCN1CCCC1,-5,-6,-2,-2.4,-6,-3,2,21,-14,-5
Cc1nnc(SCc2cccc(CSc3nnc(C)s3)c2)s1,0,-56,-1,2.1,0,-2,-58,24,0,19
COc1cccc(C(=O)CC(=O)C(=O)Nc2ccc(C)cc2Cl)c1,3,-32,-3,1.7,26,5,-28,125,-5,11
Cc1cccc(NC(=O)CCC(=O)N/N=C/c2ccco2)c1,5,-7,11,-0.5,-2,0,-5,17,-1,-3
CCCC(O)(CCC)C(=O)NN(C(=O)CCl)c1cccc(C)c1,-3,-10,-4,-0.4,12,4,-53,11,5,6
COc1cccc(CC2(CO)CCCN(Cc3nc(-c4cccs4)oc3C)C2)c1 (stereo unspecified),-4,-5,0,-0.2,13,3,20,9,-6,-3
COC(=O)c1scc(C)c1NC(=O)C1CCCCC1,4,-54,3,-0.2,-8,2,-6,18,-1,2
Cc1ccc(C(=O)Nc2ccc(Cl)cc2C(F)(F)F)c(Cl)c1,2,-21,-3,1.8,6,4,-101,15,3,11
Cc1nc(N2CCCCC2)sc1C=O,2,-14,20,-0.6,-8,-1,11,11,3,-6
Cc1ccc(OCC(=O)N(C)CC(=O)Nc2cccc(F)c2)cc1,-1,-47,23,-0.6,-4,3,15,8,-1,1
COc1cccc(Nc2ccccc2C(=O)O)c1,-2,-43,-5,-0.2,-5,0,16,4,-3,1
O=C(COc1ccc2ccccc2c1Br)N1CCCC1,0,-26,40,2.1,2,2,-90,20,-4,10
O=C(Nc1ccc(C(=O)NCc2ccc(F)cc2)cc1)C1=CSCCO1,-1,-58,9,0.9,19,-2,-21,28,-1,8
CC1CCCC(C)N1/N=C/c1ccc(O)c(O)c1 (stereo unspecified),0,-19,-3,-0.5,-6,-3,-5,10,-9,-6
Cn1nc(C(F)(F)F)c(-c2ccc(F)cc2)c1NC(=O)c1cccnc1,0,-34,-14,-0.3,-2,-5,1,22,-5,-1
COC(=O)NCC(c1cccnc1)N1CCN(c2ccccc2)CC1 (stereo unspecified),3,0,-6,0.1,-6,2,-5,42,0,5
CC(=O)Nc1ccc(S(=O)(=O)N(C)CC(=O)OCC(=O)N2CCc3ccccc32)cc1,-3,-20,1,1.5,2,1,6,3,-3,-1
O=S(=O)(c1ccc2nc(N3CCN(c4ccccc4F)CC3)ccc2c1)N1CCCCC1,-5,-6,2,.,-8,4,-16,14,4,-7
Cc1cc(=O)cc(C)n1-c1ccccc1N1CCOCC1,0,-11,-5,-0.3,11,2,-2,0,-3,2
Nc1ccc(C(=O)N2CCN(S(=O)(=O)/C=C/c3ccccc3)CC2)cc1[N+](=O)[O-],1,.,8,-0.1,8,.,2,13,.,-1
CCC(C)[C@H](NC(=O)N1c2ccccc2NC(=O)[C@@H]1C(C)C)C(=O)N[C@@H](Cc1ccccc1)C(=O)O (stereo partly specified),-1,-5,-2,-0.2,-3,-3,34,20,-2,-1
O=C1COc2ccc(C(=O)C[n+]3cccc(O)c3)cc2N1,.,-32,5,-0.5,0,2,0,8,-4,-3
N#Cc1c(C(F)(F)F)cc(C2CC2)nc1N1CCCC1,-1,-21,-5,0.0,23,3,33,16,3,4
CN(C)CCC(=O)C(Cc1ccccc1)c1ccccc1 (stereo unspecified),10,.,-6,-0.4,8,.,99*,54,.,0
CCCCOC(=O)Nc1ccc(C)c(Cl)c1,8,-35,-10,2.7,40,3,-164,-6,7,20
Cc1ccnc(NC(=O)CCCc2ccccc2)c1,10,-30,-4,2.1,13,-1,-182,2,10,13
O=C(O)c1ccccc1-c1nnc2c(Cl)cc(C(F)(F)F)cn12,4,-43,1,-0.1,4,2,11,2,-7,0
N=C1C(c2nc3ccccc3s2)=C(O)CN1Cc1ccco1,-10,-48,-10,0.3,7,-2,24,24,3,-1
COc1ccc(Cl)cc1NC(=O)Cn1nnc(C(=O)NCc2ccc3c(c2)OCO3)c1N,-2,-3,9,-0.8,1,0,28,-13,2,3
Cc1ccc(/C=C2\SC(=S)N(CCCC(=O)Nc3cc(C)on3)C2=O)cc1,.,-23,-7,-2.0,-26,15,?,15,1,-23
C#CC(CC)(CC)NC(=O)Nc1ccccc1C(=O)OC,-7,-32,16,-0.1,21,1,19,9,-2,12
COc1ccc(-c2noc(CCC(=O)NCCc3ccccc3)n2)cc1OC,6,-4,0,1.8,-12,2,2,0,2,-4
CCOC(=O)c1c(C)n(C)c2cc(CN(C)C)c(O)c(S(=O)(=O)c3ccccc3)c12,2,17,3,0.2,4,2,6,11,7,1
CC(=O)N1CCN(C(=O)c2cc(-c3ccc(Cl)s3)nc3ccccc23)CC1,-47,.,-2,0.7,18,.,-12,11,.,6
COc1ccc(C(C)=O)cc1CN1C(=O)NC(CC(C)C)C1=O (stereo unspecified),1,-39,17,-6.1,2,0,7,9,-10,-2
Cc1ccc(-n2c(Cc3cccn3C)nnc2SCC(=O)Nc2ccc3c(c2)OCO3)cc1,0,-17,-1,0.0,12,1,28,.,-2,-3
CN(Cc1ccccc1)C(=O)[C@H]1CCC(=O)N1Cc1ccco1,.,15,9,0.4,4,-2,5,-3,-3,-2
# More results follow.
SMILES,HDAC3 inh,KLF5 inhibitor,Platelet DG rel,HIF activator,HSF-1 act,HSP90 inh,aSyn UTR inh,AI-2 QS modul,IEC-6 cytotox,HSF1 inh
Cc1cc(=O)oc2c(C)c(OC(C)C(=O)NCCCN3CCOCC3)ccc12 (stereo unspecified),-11,-8,8,0.8,-76,2,6,15,1,-69*
COc1ccc(N2CCN(C(=O)CCc3ccc(S(=O)(=O)NC(C)(C)C)cc3)CC2)cc1,2,-6,12,1.9,-13,1,-2,-13,2,2
CCCCc1nc2cc(C(=O)N(C)C(C)c3ccccn3)ccc2o1 (stereo unspecified),.,-10,-3,0.4,35,1,-26,17,-8,16
CCC(C)(NC(=O)CNC(C)=O)C(=O)NC1CCCCC1 (stereo unspecified),6,-11,-2,0.0,-9,8,3,36,3,3
CC1=C(CC(=O)c2ccccc2)C(=O)c2ccccc2C1=O,6,-10,-4,1.3,-28,17*,-79,-7,7,-8
Cc1noc(C)c1COC(=O)[C@H](C)NS(=O)(=O)c1ccc(Cl)c(Cl)c1,8,-33,10,0.4,-10,1,-7,12,2,-5
CCOC(=O)N1CCN(C(=O)CCC(=O)N2CCOc3ccc(C)cc32)CC1,1,2,12,-0.2,-6,0,-1,16,-2,-6
COc1ccc(CCNC(=O)Cn2nnc(-c3ccc(N4CCOCC4)cc3)n2)cc1OC,-8,-12,0,0.7,9,-1,-27,12,2,-1
Cc1cccc(C(=O)OCC(=O)N2CCC(c3ccccc3)=N2)c1O,-6,.,-1,-0.6,23,.,2,6,.,14
COc1ccc(C(=O)NCCCc2nc3ccccc3n2Cc2ccccc2C)cc1OC,14,6,2,-0.4,2,-2,40,20,2,7
Cc1cccc(NS(=O)(=O)c2cc(C(=O)N3CCOCC3)ccc2Cl)c1,1,-7,4,-0.1,2,-2,8,22,-9,-9
O=C(CC1C(=O)NCCN1Cc1ccccc1C(F)(F)F)NCCN1CCOCC1 (stereo unspecified),-2,-12,0,0.0,7,-1,5,4,-2,-6
CCOC(=O)C1C(c2ccc(OC)cc2)N(C)OC1(O)C(F)(F)F (stereo unspecified),2,-33,-3,0.0,-3,4,-17,23,5,4
CC(C)c1ccc2[nH]c3c(c2c1)CCCC3=O,0,-50,-10,-0.3,10,-9,34,12,1,-7
